Screening data: PubChem BioAssay, several laboratories
Kir21 inh: blocks the mouse Kir2.1 inward-rectifier potassium channel | P35561 | HEK293-Kir2.1, FluxOR thallium flux fluorescence; hits give low values | B-score at 10 µM | 310,000 compounds, 0.85% hits;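 active means fluorescence ratio B-score at or below minus 3 SD of library scores, with starting-brightness B-score within 2 SD, cut at about -4.2 in these data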;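 further: channel flux triggered by added potassium and thallium sulfate stimulus; B-score of peak minus minimum fluorescence over baseline after thallium stimulus; more negative B-score means stronger Kir2.1 block with less thallium influx; some compounds called inactive have numbers as strong as hits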
Target sequence (P35561 whole entry, looked up): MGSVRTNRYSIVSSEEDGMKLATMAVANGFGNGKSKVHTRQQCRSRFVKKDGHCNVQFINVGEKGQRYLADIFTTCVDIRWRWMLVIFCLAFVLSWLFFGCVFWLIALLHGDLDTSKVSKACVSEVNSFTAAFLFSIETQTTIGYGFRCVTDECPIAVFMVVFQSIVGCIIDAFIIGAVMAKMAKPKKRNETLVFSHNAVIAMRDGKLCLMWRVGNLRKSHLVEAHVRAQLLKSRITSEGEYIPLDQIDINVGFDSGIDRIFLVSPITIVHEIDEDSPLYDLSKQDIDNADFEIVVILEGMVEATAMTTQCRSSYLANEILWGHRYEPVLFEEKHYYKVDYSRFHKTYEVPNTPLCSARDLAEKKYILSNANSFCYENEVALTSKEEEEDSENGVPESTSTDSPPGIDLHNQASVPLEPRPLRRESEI
STK33 kinase inh: human STK33 kinase inhibition | Q9BYT3 | purified STK33, MBP phosphorylation, ADP-Glo luminescence | inhibition, % at 10 µM | 320,000 compounds, 0.073% hits | AID 2661;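 active means inhibition at or above 25%, using the most active replicate where run in duplicate; inactive means inhibition below 25%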
Target sequence (Q9BYT3 whole entry, looked up): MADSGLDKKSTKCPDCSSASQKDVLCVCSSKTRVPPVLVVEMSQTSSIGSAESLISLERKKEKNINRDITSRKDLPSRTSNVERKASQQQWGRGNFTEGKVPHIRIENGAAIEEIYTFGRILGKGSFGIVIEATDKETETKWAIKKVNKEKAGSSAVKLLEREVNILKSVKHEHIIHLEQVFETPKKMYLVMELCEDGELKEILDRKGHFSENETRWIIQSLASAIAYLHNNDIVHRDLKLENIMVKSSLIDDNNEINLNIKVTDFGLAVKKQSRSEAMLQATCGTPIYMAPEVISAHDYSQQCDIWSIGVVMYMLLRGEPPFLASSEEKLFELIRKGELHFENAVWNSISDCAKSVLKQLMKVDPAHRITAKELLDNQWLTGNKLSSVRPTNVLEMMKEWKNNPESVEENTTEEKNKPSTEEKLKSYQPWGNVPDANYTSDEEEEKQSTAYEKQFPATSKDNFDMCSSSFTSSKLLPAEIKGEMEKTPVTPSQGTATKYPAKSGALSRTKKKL
The depositor's hits bear a star; · = not tested or not shown.

STK33 kinase inh,Kir21 inh,Compound
-0.4,-0.04,COc1ccc(F)cc1C(=O)C1CCCN(Cc2ccc3c(c2)OCCO3)C1 (stereo not drawn)
2.8,-0.1,COc1cc(/C=C2/C(=N)N3C(=NC2=O)SN=C3S(=O)(=O)C(C)C)ccc1OS(=O)(=O)c1ccccc1
-1.3,0.11,Cc1ccc(C(=O)c2cc3ccccc3o2)cc1[N+](=O)[O-]
0.1,-0.21,COc1ccc(N(CC(=O)Nc2ccc3c(c2)OCO3)S(=O)(=O)c2c(C)nn(C)c2C)cc1
-2.8,0.51,COC(=O)c1sccc1NC(=O)CSCC(=O)O
-1.8,-1.1,CC(=O)N(CC(=O)O)c1ccccc1C(=O)O
2.1,0.61,O=C(O)C#Cc1cccc2ccccc12
0.1,0.11,CC1Oc2ccccc2N(CC(=O)NCCN2CCOCC2)C1=O (stereo not drawn)
1.3,0.24,O=C(NCCCn1ccnc1)c1noc2c1CCCC2
1.3,-1.4,C=CCn1c(O)c(CN2CCN(Cc3ccccc3)CC2)c(C)c(C#N)c1=O

An excerpt from above in order of the STK33 kinase inh value, high to low.
STK33 kinase inh,Kir21 inh,Compound
2.1,0.61,O=C(O)C#Cc1cccc2ccccc12
1.3,-1.4,C=CCn1c(O)c(CN2CCN(Cc3ccccc3)CC2)c(C)c(C#N)c1=O
-0.4,-0.04,COc1ccc(F)cc1C(=O)C1CCCN(Cc2ccc3c(c2)OCCO3)C1 (stereo not drawn)

New compounds follow:
STK33 kinase inh,Kir21 inh,Compound
-1.6,1.6,O=C1COc2ccc(C(=O)COC(=O)CNC(=O)C3CCCCC3)cc2N1
-3.1,0.61,COc1ccc(CN2C(=O)c3cccnc3C2=O)cc1S(=O)(=O)N1CC(C)Oc2ccccc21 (stereo not drawn)
-2.1,0.25,Cc1ccc(NC(=O)Nc2cc(Cl)ccc2C2COC(=O)C2=N)cc1 (stereo not drawn)
-1.4,1.6,O=C(Cc1ccccc1)N/N=C/c1cccs1
-1.9,0.1,O=C1NC(c2ccco2)Nc2ccccc21 (stereo not drawn)
-0.2,-0.62,N#Cc1ccc(CSc2nnc(-c3ccccn3)n2-c2ccc(Cl)cc2)cc1
-2.1,-0.13,N#CCCN(CCC#N)C(=O)c1ccc2c(c1)OCO2
-1.1,-0.53,Cc1ccccc1NC(=O)CSc1nnc(NC(=O)c2ccco2)s1
1.0,-0.04,O=C(c1cccc(S(=O)(=O)NCc2ccccc2)c1)N1CCCCC1
-1.1,-0.44,O=C(NCC1CCCO1)c1cccc(N2CCCC2=O)c1 (stereo not drawn)

Looked up by compound from the list above (seven):
STK33 kinase inh,Kir21 inh,Compound
1.0,-0.04,O=C(c1cccc(S(=O)(=O)NCc2ccccc2)c1)N1CCCCC1
-3.1,0.61,COc1ccc(CN2C(=O)c3cccnc3C2=O)cc1S(=O)(=O)N1CC(C)Oc2ccccc21 (stereo not drawn)
-2.1,0.25,Cc1ccc(NC(=O)Nc2cc(Cl)ccc2C2COC(=O)C2=N)cc1 (stereo not drawn)
-0.2,-0.62,N#Cc1ccc(CSc2nnc(-c3ccccn3)n2-c2ccc(Cl)cc2)cc1
-1.1,-0.53,Cc1ccccc1NC(=O)CSc1nnc(NC(=O)c2ccco2)s1
-1.9,0.1,O=C1NC(c2ccco2)Nc2ccccc21 (stereo not drawn)
-1.4,1.6,O=C(Cc1ccccc1)N/N=C/c1cccs1

The listing continues:
STK33 kinase inh,Kir21 inh,Compound
-0.5,-0.01,O=C(CCNS(=O)(=O)c1ccccc1C(F)(F)F)N1CCN(c2ccccc2O)CC1
0.1,0.73,COc1ccc(/C=C2/Sc3ccc(C(=O)N4CCOCC4)cc3NC2=O)cc1OC
-1.2,0.07,CCOC(=O)N1CCC(NC(=O)CS(=O)(=O)Cc2nc(-c3ccccc3C)oc2C)CC1
-1.2,-1.7,CCCCC(=O)C1CCN(Cc2ccccc2)CC1
0.9,0.57,O=C(O)c1cc2ccc3cccc4ccc(c1)c2c34
-1.0,-0.39,COc1ccc(C(CCN2CCOCC2)c2c(OC)cc(OC)c3c(C)cc(=O)oc23)cc1 (stereo not drawn)
-1.6,-0.5,N#C/C(=C/c1cc(Br)cs1)C(=O)NCC1CCCO1 (stereo not drawn)
-1.9,-0.01,Cc1cc(N2CCN(c3nc(-c4ccc([N+](=O)[O-])cc4)cs3)CC2)c2ccccc2n1
-0.5,0.52,O=c1c(-c2n[nH]c(=S)n2-c2ccccc2)cccn1Cc1cccc(Cl)c1
-1.4,-2.4,CCOc1ccc(Br)cc1S(=O)(=O)Nc1cccc(S(=O)(=O)N(C)c2ccccc2)c1
0.4,0.34,CCN(CC)C(=O)CSc1ncnc2c1nnn2-c1ccc(OC)cc1
-1.4,1.8,CC(C)=CCN1CCN(Cc2cc(C(C)C)n[nH]2)CC1CCO (stereo not drawn)
-0.5,0.08,CCC[N+](CC#Cc1ccccc1)(CCC)CC(=O)OC
-0.3,-2.3,O=S(=O)(NC1CCN(Cc2ccccc2)CC1)c1ccc(Cl)cc1
0.1,-0.4,CCOC(=O)C1(Cc2ccccc2C(F)(F)F)CCN(Cc2ccc(COC)o2)CC1
-0.5,1.2,Cc1ccc(-c2csc(C3=C(O)CN(NC(=O)c4ccco4)C3=N)n2)cc1
-2.1,0.39,O=C(Cc1ccccc1)Nc1c(Cl)ccc2nsnc12
0.4,0.7,CC1CCc2nc(/C(C#N)=C/c3ccncc3)sc2C1 (stereo not drawn)
0.2,0.46,CCN(CC)S(=O)(=O)c1cc(C(=O)OCC(=O)c2ccc3c(c2)NC(=O)CO3)ccc1Cl
-0.2,2.2,CCOc1ccccc1N(CC(=O)NC1CCCCC1)C(=O)CCCC(=O)Nc1ccccn1
0.5,-2.5,CCOC(=O)Nc1cccc2ccccc12
0.2,-1.1,COc1ccccc1NC(=O)COC(=O)C1CC2C=CC1C2 (stereo not drawn)
-0.2,-4.4*,C=C(C(=O)c1ccccc1)C(C)C(=C)C(=O)c1ccccc1
-1.3,-0.2,Cc1c(C(=O)N2CCC(C)CC2)sc2ncnc(N(C)c3ccccc3)c12
-1.5,0.03,COc1cccc(CN2CCNC(=O)C2CC(=O)NCCN2CCOCC2)c1OC (stereo not drawn)
2.3,0.09,O=C1/C(=C/c2ccncc2)CCc2ccccc21
1.3,0.01,Cn1c(Cc2ccccc2)nnc1SCC(=O)Nc1ccc2c(c1)OCCO2
-0.3,1.1,CC(=O)c1cc(C#N)c(N2CCN(c3ccccc3)CC2)nc1C
1.5,2,COc1ccc(OC)c(CCNC(=O)C(C)n2nc(C)c3c(C)n(-c4ccccc4)nc3c2=O)c1 (stereo not drawn)
0.8,1.1,COc1ccc(N2CCN(S(=O)(=O)c3ccc(Cl)s3)CC2)cc1
-0.2,-0.65,CCOC(=O)Cn1nnc(-c2ccc(OCC(C)C)cc2)n1
-2.8,·,O=C(OCC(=O)c1ccc(Br)s1)c1ccc(O)cc1
-0.5,-0.01,C=CCNC(=O)/C(=C/c1cccc([N+](=O)[O-])c1)NC(=O)c1ccco1
-1.3,0.85,Cc1ccc(S(=O)(=O)CC(=O)Nc2nc(-c3ccccc3)cs2)cc1
8.7,1.3,COc1ccc(C=NCCCN2CCOCC2)cc1
-1.3,0,CCn1ncc(Cl)c1C(=O)Nc1cc(Cl)ccc1Cl
·,-0.63,COc1ccc(CCN2CC(C(=O)N(C)Cc3c(C)n[nH]c3C)CCC2=O)cc1 (stereo not drawn)
3.1,1.5,O=S(=O)(c1ccc(N2CCN(CCO)CC2)nc1)N1CCOCC1
1.1,1.4,O=C(/C=C/c1ccccc1)NC(=S)NNS(=O)(=O)c1ccccc1
0.8,·,Cc1noc(C)c1S(=O)(=O)N1CCCN(C(=O)/C=C/c2ccccc2F)CC1
-0.7,-0.14,CCCCC(=O)Oc1ccccc1C1SCc2cc(C)c(C)cc2CS1
-1.0,1,CCOc1ccc(C(=O)NCC(=O)OCc2c(C)noc2C)cc1OCC
0.9,0.05,CN(C)S(=O)(=O)N(CCN1CCOCC1)Cc1ccccc1F
-0.9,0.14,COCCn1nnnc1C(c1cc2cc(OC)ccc2[nH]c1=O)N1CCC(Cc2ccccc2)CC1 (stereo not drawn)
-1.5,-1.2,O=C(Cc1cccc(C(F)(F)F)c1)NCc1ccc(Cl)cc1
-0.2,-2.2,O=C(CCN1Cc2ccccc2C1)c1ccc2c(c1)OCCO2
-0.1,0.29,COc1ccc(/C=C/C(=O)C2(O)CCCCC2)cc1OC
-1.8,0.24,N#Cc1ccc(S(=O)(=O)N2CCN(c3ncccn3)CC2)cc1
0.1,-0.21,COc1ccc(NC(C#N)c2ccc(OC)cc2)cc1 (stereo not drawn)
-1.7,-0.04,C/C(=N\Nc1ncc(Cl)cc1Cl)c1ccc(C#N)cc1

Continued:
STK33 kinase inh,Kir21 inh,Compound
-0.4,1.5,CCOc1ccc(NC(=O)C2C3C=CC4(CN(C(C(=O)OC)C(C)C)C(=O)C24)O3)cc1 (stereo not drawn)
·,1,CC(C)C[C@@H](NC(=O)C1CCC(CNC(=O)[C@H](Cc2ccccc2)NC(=O)OC(C)(C)C)CC1)C(=O)O (stereo partly drawn)
-1.7,-1.1,CCOC(=O)CN(Cc1sccc1C)C(=O)Nc1cccc(OC)c1
-1.1,0.08,CS(=O)(=O)N(CC(=O)N1CCCC1)c1ccc2c(c1)OCCO2
-1.7,1.5,CCOC(=O)C1(Cc2cccc(OC)c2)CCCN(C(=O)CCSC)C1 (stereo not drawn)
-3.9,·,CCC1CCCCN1C(=S)NC(=O)c1cc(Br)ccc1Cl (stereo not drawn)
-0.2,-0.27,Cc1ccc(NC(=O)Cn2c(CCC(=O)O)ccc2-c2cccs2)cc1
-0.3,0.2,CC(C)(C)OC(=O)NNC(=O)c1cccs1
-0.8,1.5,Cc1ccc(CN2C(=O)N/C(=C/c3cc(C)n(-c4ccccn4)c3C)C2=O)cc1
-1.4,1.4,CC(C(=O)O)N1C(=O)c2ccccc2C1=O (stereo not drawn)
-0.3,-0.9,CCCCCCSc1ccc([C@H]2N[C@@](C)(C(=O)OC)[C@H]3C(=O)N(CC)C(=O)[C@@H]23)cc1
-0.1,0.42,CC1CC(C)CN(S(=O)(=O)c2ccc(NC(=O)CN3C(=O)NC(C)(c4ccccc4)C3=O)cc2)C1 (stereo not drawn)
-4.2,-0.14,O=C(CN1CCc2ccccc21)NN1CC(=O)N(c2ccc(Cl)cc2)CC1=O
-0.8,-0.06,CCOC(=O)C1=C(C)Nc2ccccc2N=C1NC(=O)/C=C/c1ccc(OC)cc1OC
6.7,0.98,O=C1c2cc([N+](=O)[O-])cc3cc([N+](=O)[O-])cc(c23)C(=O)N1c1ccccn1
1.8,0.29,O=C(Cn1ccc(C(F)(F)F)n1)N=Nc1c(O)[nH]c2ccc(Br)cc12
0.5,-0.05,COc1ccc(-c2[nH]ncc2CN(C)Cc2cccnc2)c(F)c1
-0.9,-0.02,O=CN1CCCN(Cc2nc(Cc3ccccc3F)no2)CC1
-1.7,-0.13,C/C(=N/NC(=O)CNC(=O)COc1cccc(C)c1)c1ccc(Cl)cc1
-0.6,-0.66,O=C(N/N=C\c1ccc(Br)cc1)c1ccc(Cn2cccn2)o1
0.3,-0.11,CCN(CC)S(=O)(=O)c1cc(NC(=O)C2Cc3ccccc3C(=O)O2)ccc1C (stereo not drawn)
-1.4,-0.83,Cc1ccccc1Cn1cnc2ccccc2c1=O
-0.9,0.25,COc1cc(CNc2ccc(CNc3ncn[nH]3)cc2)cc(Cl)c1OCc1ccccc1
-1.6,·,Cc1cc(C)c(NC(=O)CNC(=O)CN(C)Cc2ccc(Br)s2)c(C)c1
-1.0,0.33,FC(F)(F)C(Oc1nc(NC2CCCCC2)nc(N2CCOCC2)n1)C(F)(F)F
·,-0.27,CCc1ccc(S(=O)(=O)N/N=C\c2cn(CC(N)=O)c3ccccc23)cc1
-1.3,·,O=C(COC(=O)c1ccc(O)cc1)Nc1ccc(S(=O)(=O)N2CCOCC2)cc1
0.1,·,COc1ccc(CNC(=O)COC(=O)C2(C)CC2(Cl)Cl)cc1 (stereo not drawn)
-0.3,-0.32,O=C(Nc1cc(Cl)cc(Cl)c1)C(NCCCO)c1ccccc1 (stereo not drawn)
0.1,-1.4,COc1ccc(NC(=O)Nc2ccccc2C)c(OC)c1
-1.4,1.4,CC(C)C1Cc2ccccc2-c2[nH]c(=S)[nH]c(=O)c21 (stereo not drawn)
-0.8,-0.09,COc1ccccc1N1CCN(CCC(=O)Nc2ccc3c(c2)OCO3)CC1
0.8,0.84,CC1(C)Cc2ccccc2C(=NCC(=O)O)N1
·,-0.12,Nc1nn(-c2cccc(F)n2)cc1-c1ccc(Cl)cc1
-0.2,-2.9,CC(C)c1ccccc1NC(=O)CNCCc1ccc(C(F)(F)F)cc1
-0.5,0.04,COc1ccc(C)cc1NC(=O)C1CCCN(S(=O)(=O)c2cccnc2)C1 (stereo not drawn)
-1.9,2.2,COC(=O)C1=C(C)NC(C)=C(C(=O)OC)C1c1ccc(OC(=O)c2oc3ccccc3c2C)c(OC)c1
-3.4,0.13,CCOC(=O)/C(C#N)=N\Nc1ccc(S(=O)(=O)Nc2nc(C)cc(C)n2)cc1
-0.5,1.3,C=CCC(CC(O)COCCC)C(=O)NNC(=S)Nc1ccccc1 (stereo not drawn)
-0.9,0.22,COc1ccc(S(=O)(=O)N2CC(C(=O)O)Oc3ccc(Cl)cc32)cc1 (stereo not drawn)
-0.7,-0.65,O=C(NCC1OCCCN1S(=O)(=O)c1cc(F)ccc1F)C(=O)NC1CCCCCC1 (stereo not drawn)
-0.2,-0.25,Nc1cccc(C(=O)OCC(=O)c2ccccc2)c1
·,-2.1,CC(=O)NC(Cc1ccccc1)C(=O)NC1CCN(C(=O)NCc2ccccc2)CC1 (stereo not drawn)
-1.0,0.93,O=C(CCN1C(=O)c2ccccc2C1=O)NCCN1CCOCC1
-0.3,-0.68,Cc1ccc(-c2noc(C3CCCN(C(=O)c4ccc(F)cc4F)C3)n2)cc1 (stereo not drawn)

Compounds were not picked by outcome; about 0.84% have a hit in one of these screens.
